TRHR agonist: agonists of human TRH receptor; P34981; TRHR cells, calcium flux fluo-8, FDSS agonist mode; activation, % at 2 µM; 0.18% of 360,000 active; AID 493084; in the data active = activation above about 30%; also: 0% is about no effect
Target sequence (P34981 whole entry, looked up): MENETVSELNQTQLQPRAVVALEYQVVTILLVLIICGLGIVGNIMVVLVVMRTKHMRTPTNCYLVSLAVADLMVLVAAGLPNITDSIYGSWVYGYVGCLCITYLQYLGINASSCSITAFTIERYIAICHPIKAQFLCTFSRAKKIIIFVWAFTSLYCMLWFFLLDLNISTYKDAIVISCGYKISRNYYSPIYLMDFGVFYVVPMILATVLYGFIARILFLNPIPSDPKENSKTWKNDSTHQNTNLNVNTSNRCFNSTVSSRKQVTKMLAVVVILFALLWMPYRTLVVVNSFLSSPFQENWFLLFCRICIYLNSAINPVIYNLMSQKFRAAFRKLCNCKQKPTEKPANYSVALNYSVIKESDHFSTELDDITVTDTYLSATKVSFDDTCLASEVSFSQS
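Agonist-mode FDSS calcium read (Ex 480/Em 530, 1 s cycles) in 1536-well TRHR cells with fluo-8 dye, after 10-cycle baseline and 23 nL compound addition; TRH at EC20 (10 nM final) added afterwards for the enhancer phase.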
USP1 inh: USP1/UAF1 (human) deubiquitinase inhibition. O94782. recombinant USP1/UAF1, Ub-Rhodamine cleavage fluorescence. Potency, µM (series often up to 57.1 µM), for inactives: at the highest dose activity change, negative = inhibition, usual class: inhibitors. 0.23% of 390,000 active; also: potency is read from the fitted curve at half-maximal effect; % is scaled to controls: 0 for no effect and ±100 for the full control effect; nearly all actives have a fitted effect of over 60% in size; inactives centre near -12
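Step one: compound is pinned into 1nM USP1/UAF1 in HEPES pH 7.8 buffer with TCEP. Step two: 15 min room-temperature incubation. Step three: Ub-Rho (150nM final) starts cleavage, tracked by fluorescence over six one-minute reads.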
TrxR1 substrate: rat thioredoxin reductase 1 substrate activity. Potency, µM (top dose mostly 114 µM), for the others: at the highest dose activity change, negative = substrate turnover. O89049. purified TrxR1 substrate turnover, NADPH consumption readout. 0.01% of 390,000 active; also: potency is read from the fitted curve at half-maximal effect; % is scaled to controls: 0 for no effect and ±100 for the full control effect; nearly all actives have a fitted effect of over 50% in size
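Rat TrxR1, dispensed at 90 nM, was prereduced with 400 uM NADPH (final) for 5 min at ~22 deg C, then incubated with compound 15 min before 400 uM selenite. A first-read NADPH fluorescence drop versus no-compound background flagged substrates.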
Pin1 inh: inhibitors of human Pin1. Q13526. Pin1 FP peptide displacement, HiFluor488, 10 min. 0.009% of 390,000 active. AID 504891. Potency, µM (doses to about 115 µM), for the others: at the highest dose activity, negative = inhibition, hits mostly inhibitors; active = well fitted inhibition curve with a large enough effect in the polarisation, with a control signal flat, not every such curve was filed as active; inconclusive = small, poorly fitted or top-dose-only effect, or effect the other way, or a change in a side signal; inactive = no such curve, though single readings can be large or run the other way; the % refers to the polarisation; also: potency is read from the fitted curve at half-maximal effect; % is scaled to controls: 0 for no effect and ±100 for the full control effect
Target sequence (Q13526 whole entry, looked up): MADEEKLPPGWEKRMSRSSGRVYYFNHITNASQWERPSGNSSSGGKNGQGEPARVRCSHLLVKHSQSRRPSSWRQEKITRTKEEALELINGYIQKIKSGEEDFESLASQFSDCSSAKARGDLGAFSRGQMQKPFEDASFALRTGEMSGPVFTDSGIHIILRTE
IDH1 R132H inh: inhibitors of human mutant IDH1 R132H; Potency, µM (series often up to 76.6 µM), inactives show at the highest dose activity change, negative = inhibition, usual class: inhibitors; AID 602179; O75874; IDH1-R132H enzyme, NADPH consumption, diaphorase/resazurin fluorescence; 0.093% of 390,000 active; also: potency is read from the fitted curve at half-maximal effect; % is scaled to controls: 0 for no effect and ±100 for the full control effect; nearly all actives have a fitted effect of over 65% in size
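IDH1-R132H (0.5 ug/mL) preincubated 30 min with compound, then NADPH (0.016 mM) and alpha-KG (2 mM) added; 80 min at RT, pH 7.5. Remaining NADPH coupled via diaphorase/resazurin to fluorescence (540/590 nm); concentration-response curves normalized to no-enzyme control.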
TrxR1 inh: rat TrxR1 inhibition. O89049. AID 588453. recombinant rTrxR1, NADPH fluorescence consumption, selenite substrate. 1% of 390,000 active. Potency, µM (series often up to 114 µM), for the others: at the highest dose activity change, negative = inhibition, hits mostly inhibitors; also: potency is read from the fitted curve at half-maximal effect; % is scaled to controls: 0 for no effect and ±100 for the full control effect; nearly all actives have a fitted effect of over 65% in size
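Rat TrxR1 (90 nM in the dispensed reagent) was pre-reduced with 400 uM NADPH for 5 min at room temperature, then incubated with compound for 15 min. After 400 uM selenite was added, NADPH fluorescence (Ex 340/Em 450 nm) was followed for 8 min.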
TRHR enhancer: allosterically enhances the human TRH receptor | TRHR cells, fluo-8 calcium fluorescence, EC20 TRH enhancement | 0.66% of 360,000 active | enhancement, % at 2 µM | P34981; in the data active = enhancement above about 30%; also: 0% is about no effect
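Enhancer read-out: after compound pinning and an initial kinetic agonist-mode read, an EC20 of TRH (10 nM final) was injected and fluo-8 calcium signal (Ex 480/Em 530) followed at 1 s/cycle for 100 cycles in TRHR-expressing cells.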
D2 agonist: D2 dopamine receptor (human) agonism | HEK293 T-REx D2 cells, calcium flux agonist mode | activation, % at 2 µM | 0.53% of 340,000 active;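 active = activation over 3 SD above normal in the single-dose calcium agonist read, cut at about 30% in these data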; also: 0% is about no effect
Target sequence (P14416 whole entry, looked up): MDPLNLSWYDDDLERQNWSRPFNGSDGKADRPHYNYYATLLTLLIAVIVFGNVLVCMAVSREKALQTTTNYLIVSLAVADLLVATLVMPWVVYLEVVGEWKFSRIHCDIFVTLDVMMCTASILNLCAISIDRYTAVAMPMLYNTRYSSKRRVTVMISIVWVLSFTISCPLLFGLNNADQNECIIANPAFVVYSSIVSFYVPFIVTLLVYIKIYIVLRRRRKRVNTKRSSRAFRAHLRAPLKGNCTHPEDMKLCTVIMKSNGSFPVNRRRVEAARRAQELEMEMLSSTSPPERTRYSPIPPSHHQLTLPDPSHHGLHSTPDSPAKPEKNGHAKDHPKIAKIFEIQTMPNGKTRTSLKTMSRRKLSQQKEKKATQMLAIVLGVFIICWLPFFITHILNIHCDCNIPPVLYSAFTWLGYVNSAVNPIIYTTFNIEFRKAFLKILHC
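Tetracycline-induced HEK293 Trex cells with D2 receptor force-coupled to calcium signaling, plated overnight at 30 C and loaded with no-wash calcium dye. Calcium flux read kinetically for 180 s after compound addition; responses flag agonists.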
D2 antagonist: D2 dopamine receptor (human) antagonism; HEK293 TREx D2 cells, calcium flux, dopamine EC80; inhibition, % at 10 µM; 2% of 340,000 active; in the data active = inhibition above about 30%; also: 0% is about no effect
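Calcium mobilization kinetics were recorded at 1 s intervals in tetracycline-induced HEK293 T-REx D2 cells, first for 180 s after compound addition and then 180 s after EC80 dopamine.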
* marks the source's active call; other numbers are inactive results; [ ] = dose if it differs, or a comment. Unless noted, calls follow the shape of the dose curve; as a rule, active = well fitted inhibition curve with a large enough effect; inconclusive = small, poorly fitted or top-dose-only effect; inactive = no such curve, though single readings can be large or run the other way. An excerpt. The share of hits here may be higher or lower than overall.

Screening O=[N+]([O-])c1ccc(Cl)c(S(=O)(=O)Nc2ccc(-c3ccc(N4CCOCC4)nn3)cc2)c1 returned TRHR agonist 0.0, USP1 inh -15%, TrxR1 substrate -13%, Pin1 inh -8%, IDH1 R132H inh -1%, TrxR1 inh -18%, TRHR enhancer 8, D2 agonist 0.3 and D2 antagonist -10.
Screening Cc1ccc(NC(=O)CN(C)S(=O)(=O)c2cnc[nH]2)cc1 returned TRHR agonist 1.1, USP1 inh -10%, TrxR1 substrate -5%, Pin1 inh 11%, IDH1 R132H inh 0%, TrxR1 inh -4% and TRHR enhancer 5.
CCOc1ccccc1N1CCN(S(=O)(=O)CC)CC1 was read as TRHR agonist -0.2, USP1 inh 1%, TrxR1 substrate -4%, Pin1 inh 4%, IDH1 R132H inh 2%, TrxR1 inh -26% and TRHR enhancer -1.
Oc1cccc(C(=S)N2CCCCC2)c1 was read as TRHR agonist 0.3, USP1 inh -9%, TrxR1 substrate 5%[57.1 µM], Pin1 inh 0%, IDH1 R132H inh 4%, TrxR1 inh 8%[57.1 µM], TRHR enhancer -3, D2 agonist -0.1 and D2 antagonist 1.
For COc1ccccc1CNC(=O)CN(c1ccc(C)cc1)S(=O)(=O)c1c(C)nn(C)c1C the results were TRHR agonist -1.4, USP1 inh -1%, TrxR1 substrate 3%, Pin1 inh -8%, IDH1 R132H inh 4%, TrxR1 inh 15% and TRHR enhancer 9.
`CCOC(=O)C1=C(CNCc2ccc(Cl)cc2)NC(=O)NC1c1ccccc1` (configuration not stated) gave TRHR agonist 2.3, USP1 inh inconclusive, TrxR1 substrate -11%, Pin1 inh inconclusive, IDH1 R132H inh 14%, TrxR1 inh 1%, TRHR enhancer 2 and D2 agonist 0.9.
`O=C(NCNC(=O)c1ccccc1)c1ccccc1` gave TRHR agonist -0.4, USP1 inh 2%, TrxR1 substrate 11%, Pin1 inh -8%, IDH1 R132H inh 7%, TrxR1 inh 22%, TRHR enhancer 0, D2 agonist -0.5 and D2 antagonist 20.
For C=CCOc1ccc(C2C(C(=O)c3ccco3)=C(O)C(=O)N2c2nnc(C)s2)cc1 (configuration not stated) the results were TRHR agonist 40*, USP1 inh 9%, TrxR1 substrate -4%[57.1 µM], Pin1 inh inconclusive, IDH1 R132H inh 9%, TrxR1 inh -25%[57.1 µM], TRHR enhancer 2, D2 agonist 7.7 and D2 antagonist -1.
Cc1ccc(CSCC(=O)N/N=C/c2sccc2C)cc1 was read as TRHR agonist -0.5, USP1 inh -9%, TrxR1 substrate -11%, Pin1 inh inconclusive, IDH1 R132H inh 13%, TrxR1 inh inconclusive, TRHR enhancer 1, D2 agonist 0.0 and D2 antagonist 13.
Cc1cc(C)cc(NC(=O)CSc2nnc(CNC(=O)c3cccs3)o2)c1 was read as TRHR agonist 0.2, USP1 inh -17%, TrxR1 substrate 33%, Pin1 inh 0%, IDH1 R132H inh -3%, TrxR1 inh 3%, TRHR enhancer -5, D2 agonist -0.5 and D2 antagonist -3.
For C(=N\Nc1nc2ccccc2[nH]1)/c1cccc2nccnc12 the results were TRHR agonist 0.0, USP1 inh 9%, TrxR1 substrate -3%[57.1 µM], Pin1 inh -1%, IDH1 R132H inh 9%, TrxR1 inh 3%, TRHR enhancer 1, D2 agonist 0.0 and D2 antagonist -2.
`O=C(Nc1ccccc1-c1ccccc1)C(c1ccccc1)c1ccccc1` gave TRHR agonist -0.5, USP1 inh -13%, TrxR1 substrate -8%, Pin1 inh -7%, IDH1 R132H inh 0%, TrxR1 inh -6%, TRHR enhancer 6, D2 agonist -0.2 and D2 antagonist 9.
COC(=O)Nc1nc(C)c(C(=O)c2ccccc2)s1 was read as TRHR agonist -1.0, USP1 inh -6%, TrxR1 substrate -5%, Pin1 inh 0%, IDH1 R132H inh 6%, TrxR1 inh -9%, TRHR enhancer 1, D2 agonist 1.2 and D2 antagonist 2.
Cc1cccc(C(=O)O/N=C(\N)CS(=O)(=O)c2ccccc2)c1 was read as TRHR agonist -0.3, USP1 inh -11%, TrxR1 substrate -4%, Pin1 inh -9%, IDH1 R132H inh 3%, TrxR1 inh 10%, TRHR enhancer -6, D2 agonist 0.1 and D2 antagonist -8.
For O=C(Cn1c(=O)oc2cc(S(=O)(=O)N3CCCC3)ccc21)NCc1ccc(Cl)cc1 the results were TRHR agonist 1.3, USP1 inh -18%, TrxR1 substrate 3%, Pin1 inh -7%, IDH1 R132H inh 0%, TrxR1 inh 2%, TRHR enhancer -5 and D2 agonist -0.1.

Pulled by structure from above:
`O=C(Nc1ccccc1-c1ccccc1)C(c1ccccc1)c1ccccc1` gave TRHR agonist -0.5, USP1 inh -13%, TrxR1 substrate -8%, Pin1 inh -7%, IDH1 R132H inh 0%, TrxR1 inh -6%, TRHR enhancer 6, D2 agonist -0.2 and D2 antagonist 9.
Screening O=[N+]([O-])c1ccc(Cl)c(S(=O)(=O)Nc2ccc(-c3ccc(N4CCOCC4)nn3)cc2)c1 returned TRHR agonist 0.0, USP1 inh -15%, TrxR1 substrate -13%, Pin1 inh -8%, IDH1 R132H inh -1%, TrxR1 inh -18%, TRHR enhancer 8, D2 agonist 0.3 and D2 antagonist -10.

Following part
CCOC(=O)c1ccc(NC(=O)C(=O)NCC2CCCO2)cc1 (configuration not stated) was read as TRHR agonist -0.1, USP1 inh 9%, TrxR1 substrate -1%[57.1 µM], Pin1 inh 2%, IDH1 R132H inh -2%, TrxR1 inh -10%[57.1 µM], TRHR enhancer 4, D2 agonist 0.4 and D2 antagonist 0.
COC(=O)C1(CO)NC(c2cccs2)C2C(=O)N(c3ccccc3)C(=O)C21 (configuration not stated) was read as TRHR agonist 1.0, USP1 inh -9%, TrxR1 substrate 2%, Pin1 inh inconclusive, IDH1 R132H inh 7%, TrxR1 inh -5%, TRHR enhancer -7, D2 agonist 1.0 and D2 antagonist 11.
Screening COc1ccc(Br)cc1CNC(=O)CSc1n[nH]c(-c2ccccc2)n1 returned TRHR agonist -0.1, USP1 inh -11%, TrxR1 substrate -2%[57.1 µM], Pin1 inh -5%, IDH1 R132H inh 26%, TrxR1 inh 14%[57.1 µM], TRHR enhancer -6 and D2 agonist -0.5.
For C#CC(C)(C)NC(=S)NC1CC2C=CC1C2 (configuration not stated) the results were TRHR agonist 0.5, USP1 inh -16%, TrxR1 substrate 3%[57.1 µM], Pin1 inh -3%, IDH1 R132H inh 5%, TrxR1 inh 14%[57.1 µM], TRHR enhancer 8, D2 agonist -0.5 and D2 antagonist -2.
Screening CCOC(=O)CN1C(=O)C(O)=C(C(C)=O)C1c1ccc(F)cc1 (configuration not stated) returned TRHR agonist 0.9, USP1 inh -8%, TrxR1 substrate 1%[57.1 µM], Pin1 inh -1%, IDH1 R132H inh 3%, TrxR1 inh -5%[57.1 µM], TRHR enhancer 8, D2 agonist -0.7 and D2 antagonist -15.
O=C(CCNC(=O)c1ccc(Cl)cc1)NNC(=O)c1ccc(F)cc1 was read as TRHR agonist 0.2, USP1 inh -2%, TrxR1 substrate -2%, Pin1 inh -1%, IDH1 R132H inh 3%, TrxR1 inh 7%, TRHR enhancer -1, D2 agonist 1.1 and D2 antagonist 30.
`O=C(N/N=C/c1ccco1)/C(=C/c1cccc([N+](=O)[O-])c1)NC(=O)c1ccccc1` gave TRHR agonist 1.3, USP1 inh -16%, TrxR1 substrate -12%, Pin1 inh inconclusive, IDH1 R132H inh 16%, TrxR1 inh -14%, TRHR enhancer 6, D2 agonist 0.3 and D2 antagonist -5.
Screening Cc1noc(C)c1NC(=O)N(C)C[C@H]1Oc2ccc(NC(=O)Nc3ccccc3)cc2C(=O)N([C@H](C)CO)C[C@@H]1C returned USP1 inh -15%, TrxR1 substrate 4%, Pin1 inh 2%, IDH1 R132H inh 7% and TrxR1 inh 3%.
c1cncc(C2OCC3(CO2)COC(c2cccnc2)OC3)c1 (configuration not stated) was read as TRHR agonist 1.0, USP1 inh -16%, TrxR1 substrate 11%, Pin1 inh -3%, IDH1 R132H inh 1%, TrxR1 inh 31%, TRHR enhancer 4, D2 agonist -0.1 and D2 antagonist 0.
`Cc1nnc(Nc2ccc(Cl)cc2)n(N)c1=O` gave TRHR agonist 0.3, USP1 inh -3%, TrxR1 substrate -4%, Pin1 inh -5%, IDH1 R132H inh 5%, TrxR1 inh 5%, TRHR enhancer 4, D2 agonist -0.1 and D2 antagonist -10.
CN(Cc1ccccc1)C(=O)CCC1CCN(C(=O)CCC(F)(F)F)CC1 was read as TRHR agonist -0.6, USP1 inh -12%, TrxR1 substrate 5%[57.1 µM], Pin1 inh -2%, IDH1 R132H inh 3%, TrxR1 inh 0%[57.1 µM], TRHR enhancer 6, D2 agonist 1.3 and D2 antagonist 1.
For COc1ccccc1-c1csc(Cc2nnc3n2CCCCC3)n1 the results were TRHR agonist -0.4, USP1 inh -18%, TrxR1 substrate -13%, Pin1 inh 1%, IDH1 R132H inh -2%, TrxR1 inh 5%[57.1 µM], TRHR enhancer -3, D2 agonist 0.1 and D2 antagonist -2.
`Cc1noc(/C=C/c2cccs2)c1S(=O)(=O)N1CCC(C(=O)NCCCN2CCCC(C)C2)CC1` (configuration not stated) gave TRHR agonist 0.2, USP1 inh -18%, TrxR1 substrate 7%, Pin1 inh 4%, IDH1 R132H inh 11%, TrxR1 inh 19%, TRHR enhancer -3, D2 agonist 1.2 and D2 antagonist -8.
Screening O=C(CN1C(=O)C2C3C=CC(C4CC34)C2C1=O)OCC(=O)c1ccccc1 (configuration not stated) returned TRHR agonist 1.1, USP1 inh -2%, TrxR1 substrate 4%, Pin1 inh 3%, IDH1 R132H inh 5%, TrxR1 inh 16%, TRHR enhancer -2, D2 agonist -0.9 and D2 antagonist -6.
Screening COC(=O)c1cc(C)sc1NC(=O)c1cccnc1 returned TRHR agonist 0.2, USP1 inh -13%, TrxR1 substrate 24%[57.1 µM], Pin1 inh 2%, IDH1 R132H inh 2%, TrxR1 inh 23%[57.1 µM], TRHR enhancer 0, D2 agonist -0.7 and D2 antagonist 29.

Screens (PubChem)
